ASM inhibitor – human S-ASM enzyme inhibition; Potency, µM (highest dose often 57.5 µM), for inactives: top-dose activity change, negative = inhibition, usual class: inhibitors; hit rate 0.006% among 340,000; placental ASM, HMU-PC fluorogenic substrate, 60 min; P17405; AID 504937; also: potency is read from the fitted curve at half-maximal effect
Target sequence (P17405 47-631 limits assumed): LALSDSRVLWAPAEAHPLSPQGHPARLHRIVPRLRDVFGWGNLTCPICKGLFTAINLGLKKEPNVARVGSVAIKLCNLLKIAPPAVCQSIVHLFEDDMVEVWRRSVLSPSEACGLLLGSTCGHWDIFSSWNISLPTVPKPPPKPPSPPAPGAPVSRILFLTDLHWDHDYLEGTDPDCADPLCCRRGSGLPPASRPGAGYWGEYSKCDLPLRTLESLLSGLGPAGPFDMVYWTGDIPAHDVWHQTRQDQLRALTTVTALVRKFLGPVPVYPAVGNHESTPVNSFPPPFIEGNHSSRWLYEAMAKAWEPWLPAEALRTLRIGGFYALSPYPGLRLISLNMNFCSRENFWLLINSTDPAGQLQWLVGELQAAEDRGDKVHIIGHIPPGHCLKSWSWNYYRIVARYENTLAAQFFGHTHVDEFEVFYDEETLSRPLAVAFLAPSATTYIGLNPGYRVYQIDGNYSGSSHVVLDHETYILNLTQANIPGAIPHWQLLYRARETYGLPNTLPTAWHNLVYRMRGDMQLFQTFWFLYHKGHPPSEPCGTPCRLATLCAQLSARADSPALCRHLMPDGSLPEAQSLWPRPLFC
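Human placenta-derived ASM preincubated with compound 10 min at room temperature, then reacted with 9 uM (final) fluorogenic HMU-PC substrate for 60 min at 37 C. Stop solution raises pH to 10; fluorescence read at Ex 386/Em 447 nm.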
Tb PFK inh – T. brucei PFK enzyme inhibition | O15648 | Potency, µM (titrated, usually from 57.5 µM), inactives show top-dose activity, negative = inhibition, actives largely listed as inhibitors | hit rate 0.17% among 330,000 | T. brucei PFK, ADP-Glo luminescence | AID 485367;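 also: potency is read from the fitted curve at half-maximal effect; 0% = uninhibited 1x PFK enzyme wells and -100% = no-enzyme wells; nearly all actives have a fitted effect of over 60% in size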
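Compounds were pin-transferred as a titration series up to 57 uM into substrate buffer (0.5 mM F6P, 0.1 mM ATP, pH 8.0), then 1.25 nM PFK was added and reactions ran 45 min before ADP-Glo detection.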
PTAP TSG101 blk – blocks PTAP/TSG101 interaction to inhibit HIV-1 budding | Potency, µM (top dose mostly 115 µM), for inactives: at the highest dose activity change, negative = inhibition, most hits filed as inhibitors | 340,000 tested, under 10 active | Q99816 | Fluorescence polarization, FITC-PTAP peptide / Tsg101 binding; active = well fitted inhibition curve with a large enough effect in the main read-out, with a control signal flat, not every such curve was filed as active; inconclusive = small, poorly fitted or top-dose-only effect, or effect the other way, or a change in a side signal; inactive = no such curve, though single readings can be large or run the other way; also: potency is read from the fitted curve at half-maximal effect; % of control where 0% means no effect
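Fluorescence polarization binding of Tsg101 binding domain (10 uM final) to FITC-labeled PTAP peptide (50 nM final) in HEPES pH 7.5 buffer with NaCl, Tween 20, EDTA, TCEP. Compounds added before peptide; binding 20 min at RT.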
GALK inh – inhibitors of human galactokinase. P51570. Purified GALK, Kinase-Glo residual ATP luminescence. Potency, µM (highest dose often 57.5 µM), for the others: top-dose activity change, negative = inhibition, hits mostly inhibitors. hit rate 0.007% among 270,000. AID 1868; also: potency is read from the fitted curve at half-maximal effect; % is scaled to controls: 0 for no effect and ±100 for the full control effect
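Human GALK (5 nM) with 35 uM ATP and 100 uM galactose in 20 mM HEPES pH 8.0, 5 mM MgCl2, 60 mM NaCl, 1 mM DTT, 0.01% BSA. After 1 h at room temperature, leftover ATP was read by Kinase-Glo Plus luminescence.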
Giardia kill – Giardia lamblia killing | Giardia lamblia trophozoite viability | activity change, % at 7.66 µM, hits read low | hit rate 0.15% among 340,000 | AID 540267; in the data active = activity change below about -80%; inconclusive = between about -30% and that limit;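 also: parasites exposed to compound for two days anaerobically before the ATP read; % is scaled to controls: 0 for no effect and ±100 for the full control effect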
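Trophozoites 100 cells/well + cpd; 48 hrs, 37 deg C, anaerobic. ATPLite 1-Step added, 15-30 min RT, luminescence read (ATP-based viability).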
B2AR arrestin – agonists driving beta-arrestin recruitment to human beta2-adrenergic receptor. P07550. beta-arrestin recruitment to beta2AR, cell-based reporter. Potency, µM (highest dose often 46.1 µM), for the others: at the highest dose activation, usual class: activators. hit rate 0.02% among 330,000. AID 492947;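 also: potency is read from the fitted curve at half-maximal effect; 0% = DMSO controls and full agonism = EC100 isoproterenol or metaproterenol; nearly all actives have a fitted effect of over 65% in size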
Target sequence (P07550 whole entry, looked up): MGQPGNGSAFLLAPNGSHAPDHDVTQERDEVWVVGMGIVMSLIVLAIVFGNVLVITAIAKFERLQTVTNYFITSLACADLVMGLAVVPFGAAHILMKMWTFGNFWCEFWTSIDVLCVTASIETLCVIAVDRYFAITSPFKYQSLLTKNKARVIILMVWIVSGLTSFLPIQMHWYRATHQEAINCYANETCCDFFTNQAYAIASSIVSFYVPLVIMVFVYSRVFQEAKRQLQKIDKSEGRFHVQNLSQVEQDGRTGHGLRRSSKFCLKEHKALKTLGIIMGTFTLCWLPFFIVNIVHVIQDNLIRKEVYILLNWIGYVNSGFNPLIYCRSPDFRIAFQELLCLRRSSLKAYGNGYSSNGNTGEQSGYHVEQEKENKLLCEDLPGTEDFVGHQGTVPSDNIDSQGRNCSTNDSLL
Integrin act MD – activators of alpha7 integrin expression for muscular dystrophy | alpha7betagal myoblasts, beta-gal FDG fluorescence, 48 h | AID 624291 | hit rate 0.064% among 350,000 | Potency, µM (series often up to 38.3 µM), for the others: at the highest dose activation, hits mostly activators;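 also: potency is read from the fitted curve at half-maximal effect; 100% = response of the positive control SU9516; nearly all actives have a fitted effect of over 60% in size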
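alpha7betagal+/- myoblasts (passage 13, 250/well) treated 48 h at 37C with compounds at 1:260 dilution of DMSO stock. Lysed, then beta-galactosidase activity read as FDG fluorescence (ex 480/em 540) after 30 min, with pre-read for autofluorescence.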
Menin-MLL TR inh – displaces Texas Red mutant MLL peptide from human menin | Potency, µM (highest dose often 61.6 µM), without a hit: top-dose FP activity change, negative = inhibition, actives largely listed as inhibitors | Menin + Texas Red MLL mutant peptide, fluorescence polarization | hit rate 0.23% among 270,000; active = well fitted inhibition curve with a large enough effect in the polarisation, with a control signal flat, not every such curve was filed as active; inconclusive = small, poorly fitted or top-dose-only effect, or effect the other way, or a change in a side signal; inactive = no such curve, though single readings can be large or run the other way; the % refers to the polarisation; also: potency is read from the fitted curve at half-maximal effect; % of control where 0% means no effect; many of its hits are not listed in these tables
FBPA coupling cs – coupling enzyme interference in Giardia aldolase counter-screen | coupling enzyme system counterscreen, AmpLite Red fluorescence | activity change, negative = inhibition, % at 58.2 µM, hits read low | AID 2472 | hit rate 0.67% among 290,000; in the data active = activity change below about -30%; also: % is scaled to controls: 0 for no effect and ±100 for the full control effect
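Counterscreen lacking aldolase: glyceraldehyde-3-phosphate coupling-enzyme reagent preincubated 10 min at RT with compound (at 57.5 uM final), then substrate/coupling system with AmpLite Red added; fluorescence read at 525/598 nm after 20 min RT.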
PKM2 act – activators of human pyruvate kinase M2; purified PKM2, Kinase-Glo ATP luminescence, activation; response scale: 0% is enzyme alone, no compound; Potency, µM (series often up to 57.5 µM), inactives show at the highest dose activation, hits mostly activators; hit rate 0.34% among 260,000; AID 1631; also: potency is read from the fitted curve at half-maximal effect; % is scaled to controls: 0 for no effect and ±100 for the full control effect; nearly all actives have a fitted effect of over 55% in size
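ATP formation by purified human PK-M2, quantified via coupled luciferase luminescence after 1 h at room temperature with 0.1 mM ADP and 0.5 mM PEP final.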
Chronic BCR inh – chronic active BCR signaling inhibition | ABC-DLBCL IkBa-CBG/CBR reporter, luminescence ratio, 4 h | Potency, µM (titrated, usually from 46.1 µM), without a hit: at the highest dose ratio change, negative = lower green/red ratio, hits mostly inhibitors | hit rate 0.05% among 340,000 | AID 493014; active = well fitted inhibition curve with a large enough effect in the signal ratio, with a control signal flat, not every such curve was filed as active; inconclusive = small, poorly fitted or top-dose-only effect, or effect the other way, or a change in a side signal; the % refers to the signal ratio;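 also: potency is read from the fitted curve at half-maximal effect; plate controls were basal doxycycline-induced cells for no effect and cells given 10 µM MG132 for full effect; MG132 reads +100%, hits lower the ratio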
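Compounds up to 46 uM were incubated four hours with TMD8 cells whose green CBG68 luciferase is fused to IkappaBalpha; red CBR luminescence normalised the signal, and concentration-effect curves were fitted to fusion, red and ratio data.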
Active calls of the source: *; ? = inconclusive; / = not tested or not shown; & = joins results of further samples; [ ] = remark or other dose. Unless noted, calls follow the shape of the dose curve; as a rule, active = well fitted curve in the direction sought with a large enough effect; inconclusive = small, poorly fitted or top-dose-only effect, or another doubt; inactive = no such curve, though single readings can be large; an effect the other way counts as inactive or inconclusive.

SMILES	ASM inhibitor	Tb PFK inh	PTAP TSG101 blk	GALK inh	Giardia kill	B2AR arrestin	Integrin act MD	Menin-MLL TR inh	FBPA coupling cs	PKM2 act	Chronic BCR inh
Fc1ccccc1NC(=S)N(CCN1CCCCC1)Cc1ccco1	4%	-1%	-1%	-3%	8	-0.1%	-3%	-12%	3	3%	5%
O=C(CCS(=O)(=O)c1cc2c(cc1Cl)NC(=O)CO2)NCc1ccccc1	0%	1%	-1%	0%	-7	-0.9%	3%	14%	2	-6%	0%
COc1ccc(OC)c(C2Nc3ccccc3NC3=C2C(=O)CC(C)(C)C3)c1 (stereo not given)	-2%	-2%	0%	8%	8	-0.8%	19%	-5%	-1	2%[11.5 µM]	-1%
CCCNC(=O)NC(=O)CSc1ncc(C(F)(F)F)cc1Cl	4%	-2%	0%	10%	12	0.4%	23%	2%	1	6%	0%
CC(=O)c1cccc(OCc2cc(C(=O)N3C[C@H]4CC[C@H]3C4)no2)c1	1%	1%	-2%	-7%	-3	0.5%	0%	/	/	/	4%
O=C(COc1ccccc1)NCC(=O)N/N=C/c1ccc(Cl)cc1	-3%	2%	-5%	-6%	-4	0.1%	?	-1%	0	-1%	2%
CC(NC(=O)CCN1C(=O)c2ccccc2S1(=O)=O)c1ccccc1 (stereo not given)	-1%	0%	0%	/	32[activator]	-0.4%	-8%	/	/	/	6%
O=C1OCCC1Sc1nnc(-c2cccc(Br)c2)o1 (stereo not given)	0%	1%	-5%	-4%	-9	-0.3%	5%	12%	1	5%	/
CC(C)(C)NC(=O)CSC(=Nc1ccc(F)cc1)NC#N	-5%	0%	-3%	/	-8	0.4%	-34%	-4%	1	-8%	-12%
COc1ccc(CCn2c(=N)c(C(=O)NC3CCCC3)cc3c(=O)n4ccccc4nc32)cc1OC	122%[activator]	-11%	0%	4%	8	-0.3%	-29%	/	/	/	-4%
CCCn1nc(CC(=O)OCC)c2ccccc2c1=O	-2%	-1%	-6%	-1%	33[activator]	-0.4%	-6%	-4%	/	0%	/
Cc1cc(C(=O)N/N=C/c2ccc(Br)o2)n[nH]1	-1%	6%	-3%	-3%	-7	-0.1%	11%	1%	-1	0%	-3%
CC(=O)SC1CC(=O)N(c2ccc(C(C)(C)C)cc2)C1=O (stereo not given)	-3%	-11%	-3%	/	-2	-0.4%	-18%	/	0	-3%	-24%
CCN(CC)c1ccc(/C=C/c2cccc[n+]2C)c(OC)c1	-25%	-2%	?	6%	9	-0.7%	-40%[inhibitor]	?	1	-3%	-1%
CCCSc1oc(-c2ccco2)nc1S(=O)(=O)c1ccc(C)cc1	-3%	1%	4%	5%	-14	0.1%	25%	9%	0	9%	0%
O=C(Nc1ccc(S(=O)(=O)Nc2ccccn2)cc1)c1ccccc1	1%	-10%	-2%	-2%	-20	0.2%	-24%	/	/	4%	8%
CCc1nnc(NC(=O)c2cccnc2)s1	1%	4%	-3%	3%	9	-0.4%	3%	1%	1	-4%	-10%
O=C(Nc1ccc(F)c(F)c1)C1CCCCC1	0%	-13%	0%	/	-21	0.1%	-22%	/	/	/	?
COC(CN(C(=O)CCl)C(C(=O)NC1CCCC(C)C1C)c1ccc(C)cc1)OC (stereo not given)	1%	2%	-1%	-3%	15	?	-49%[inhibitor]	-2%	4	-4%	1%
COC(=O)c1c(C)nc(C)c2c(=O)oc3ccccc3c12	-1%	1%	0%	4%	-14	-0.9%	-2%	-4%	5	-1%	7%
C/C(=N\NC(=O)c1cc(-c2ccccc2C)nc2ccccc12)c1cccnc1	0%	2%	-4%	-6%	0	-0.3%	-23%	1%	1	0%	2%
Cc1ccc(S(=O)(=O)N/N=C/c2ccccc2F)cc1[N+](=O)[O-]	-7%	3%	-7%	-1%	-3	3.4%	8%	1%	-1	-2%	3%
CC(=O)O[C@]1(C(C)=O)CC[C@H]2[C@@H]3C=C(Cl)C4=CC(=O)CC[C@]4(C)[C@H]3CC[C@@]21C	-4%	1%	-1%	-3%	15	0.5%	/	-10%&2%	5&-2	-3%	-1%
CCOc1ccccc1NC(=O)C1CCCN(S(=O)(=O)c2cccc3cccnc23)C1 (stereo not given)	1%	0%	1%	0%	-13	-0.2%	0%	10%	2	4%	7%
C=CCOC(=O)C1=C(C)NC(C)=C(C(=O)OCC=C)C1c1ccc(C)o1	10%	0%	0%	6%	9	-0.1%	-13%	/	-7	-13%	5%
COC(=O)CCc1c(C)c(C(=O)c2ccco2)c2ccccn12	-7%	0%	-6%	-2%	5	0.0%	-19%	4%	-5	5%	2%
O=C(NCCCN1CCOCC1)c1ccccc1NS(=O)(=O)c1ccc(Br)cc1	3%	1%	0%	-2%	-4	-0.1%	-13%	-2%	0	-23%	-2%
COC(=O)c1ccc(N2CCOCC2)c(NC(=O)c2ccc3c(c2)OCCO3)c1	-6%	2%	-2%	-2%	1	-0.3%	4%	/	/	4%	5%
CC1c2nc3ccccc3n2C(CC(=O)NC2CC2)C(=O)N1Cc1ccccc1 (stereo not given)	4%	-6%	-1%	0%	-4	0.2%	-9%	11%	0	-2%	-18%
Cn1c(=O)c(Nc2ccc(O)cc2)c2c3c(cccc31)C(=O)c1ccccc1-2	?	?	?	-4%	-11	0.1%	-37%	?	-10	?	1%
O=C(O)/C=C/C(=O)Nc1ccc(S(=O)(=O)N2CCCC2)cc1	-3%	-3%	-1%	0%	-7	0.1%	3%	0%	12	-1%	8%
CC1(C)CC(=O)N(c2cccc(Cl)c2)C(=O)C1	1%	2%	-4%	2%	1	-0.9%	-23%	?	2	/	-5%
CS(=O)(=O)c1ccc(NC(=O)CCN2C(=O)C3CCCCC3C2=O)cc1 (stereo not given)	/	-1%	-4%	/	1	-0.3%	5%	/	/	/	2%
NC(=O)C1CCN(CCC(=O)Nc2ccc(Br)cc2)CC1	0%	-10%	-2%	-1%	18	-0.3%	-19%	1%	4	-5%	1%
CC1(C)CC(=O)c2cnc(NC3CC3)nc2C1	3%	2%	-2%	0%	-21	0.1%	-1%	1%	-1	1%	2%
COc1ccc(Cl)cc1CSc1n[nH]c(C)n1	5%	-5%	5%	-6%	-5	-0.2%	1%	5%	4	-1%	?
CN1CCN(C(=O)c2ccccc2NC(=O)c2ccc(C(C)(C)C)cc2)CC1	9%	0%	-1%	0%	16	0.0%	-26%	/	/	-1%	-1%
O=C(CCCOC(=O)c1ccc(O)cc1O)c1ccc(Br)cc1	-8%	-1%	-1%	/	-14	-0.9%	-14%	/	/	/	-8%
CCCCOc1ccc(C(=O)NCC(=O)N2CC=C(c3ccccc3)CC2)cc1	-5%	4%	-2%	/	-5	0.3%	-21%	/	/	/	-12%
Cc1cc(C)nc(SCC(N)=O)n1	5%	-17%	-5%	2%	-12	-0.1%	36%	/	8	-11%	-10%
C/C=C/C=N/NC(=O)CN(c1ccc(Br)cc1)S(=O)(=O)c1ccccc1	-4%	0%	-7%	-1%	12	?	-24%	-3%	6	2%	3%
O=C(CC1CCCCC1)NCc1ccc(Cl)cc1	-1%	-8%	-2%	4%	-16	-0.6%	18%	12%	-2	0%	?
Cc1cc(NC(=O)Nc2cc(Cl)sc2Cl)no1	-6%	-13%	-4%	5%	-4	0.3%	2%	22%	-1	/	0%
CCC1(C)NC(=O)N(CC(=O)Nc2cc(C)on2)C1=O (stereo not given)	3%	-2%	-1%	/	33[activator]	0.0%	19%	/	/	/	5%
CCC(=O)N1CCC(C(N)=O)(N2CCCCC2)CC1	3%	0%	2%	-3%	-11	0.1%	21%	-8%	3	4%	9%
CC(C)Oc1ccc(CN2CCCC(CO)(Cc3ccc(F)cc3)C2)cc1 (stereo not given)	1%	-4%	2%	5%	9	0.0%	-14%	-5%	1	4%[11.5 µM]	2%
CCOc1ccc(N(CC(=O)NCc2ccco2)S(=O)(=O)c2ccc(OC)c(OC)c2)cc1	-1%	?	-3%	0%	0	0.5%	-8%	?	3	30%	1%
C/C(=N\OC(=O)c1ccc(Cl)cc1)c1sc(-c2ccccc2)nc1C	10%	0%	1%	-1%	10	4.7%	23%	-3%	0	-7%	-1%
C=CCNc1nc(SCC=C)nc2ccsc12	0%	-1%	-1%	3%	0	-0.7%	-18%	32%[activator]	5	-3%	?
O=Cc1c(N2CCCCCC2)nc2ccccn2c1=O	5%	2%	-5%	4%	-3	0.2%	-6%	-2%	5	-6%	?
COc1ccccc1N1CCN(CCCCCCOc2ccc(F)cc2)CC1	3%	-1%	-1%	/	1	-0.5%	-35%	-14%	-1	-4%	0%
CC(=O)OC(C(=O)NCc1ccco1)c1cccnc1 (stereo not given)	11%	0%	-4%	-3%	15	-0.4%	0%	7%	2	-1%	?

Assay outcomes deposited in PubChem by National Center for Advancing Translational Sciences (NCATS).

Not all compounds are listed; count on the stated rates, not on these rows.
